MC4R ag barr: MC4R agonists recruiting beta-arrestin, primary screen, cell-based, luminescence, agonist arm of biased-ligand search; Melanocortin receptor 4 (Homo sapiens), P32245; U2OS MC4R beta-arrestin complementation; percent of melanotan II response, DMSO zero; activation, % at 8.9 µM; 0.98% of 360,000 active; AID 540308, 2011;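 active = activation above a per-plate cutoff, the mean activation of sample wells on that plate plus 3 SD, cut at about 8% in these data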
Target sequence (P32245 whole entry, looked up): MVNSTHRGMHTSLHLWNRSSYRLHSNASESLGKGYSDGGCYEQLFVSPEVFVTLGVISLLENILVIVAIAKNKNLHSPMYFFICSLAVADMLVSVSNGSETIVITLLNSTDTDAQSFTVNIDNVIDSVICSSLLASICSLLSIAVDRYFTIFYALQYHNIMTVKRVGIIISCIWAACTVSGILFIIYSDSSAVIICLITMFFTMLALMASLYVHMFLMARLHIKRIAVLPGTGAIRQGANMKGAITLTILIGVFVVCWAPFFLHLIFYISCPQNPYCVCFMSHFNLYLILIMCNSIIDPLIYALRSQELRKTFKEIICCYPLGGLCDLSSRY
ABHD5 PLIN5 PPI: ABHD5-PLIN5 interaction inhibitors, primary screen, cell lysate, split luciferase complementation, luminescence; inhibition, % at 4 µM; Split G. princeps luciferase complementation, 4 h; 0.78% of 360,000 active; AID 602281, 2012;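 active = inhibition above the mean inhibition across every tested compound plus 3 SD, cut at about 22% in these data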;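 note: 0% = DMSO only wells and the 100% control is not disclosed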
Exocytosis inh: LAMP-1 surface exposure blockers, TALL-104 cells – cell-based, flow cytometry, MLPCN library, primary screen; 0.66% of 360,000 active; inhibition, % at 10 µM; AID 651702, 2012; TALL-104 LAMP-1 surface exposure; cells stimulated with thapsigargin and PMA;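 active = inhibition above about 55%, limit read from the data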
iPSC survival up: enhancers of single-cell hiPSC survival, primary screen, ATPlite luminescence; 100% = ROCK inhibitor wells, 0% = DMSO; survival enhancement, % at 20 µM; 0.044% of 360,000 active; in the data active = survival enhancement above about 18%;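 note: cells exposed to compounds for 16 hours before the ATP read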
aDG glyco act: activators of alpha-DG glycosylation, primary screen, uHTS, Pro5-aDG cells, AlphaScreen; alpha-DG glycosylation AlphaScreen (IIH6); 0% Pro5, 100% B10-LARGE cell signal; activation, % at 10 µM; 0.22% of 360,000 active;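 active = activation of at least 8% versus controls, or a plate z-score of at least 8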;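 note: Pro5 are CHO cells carrying HIG-tagged alpha-DG that lacks glycosylation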
ABCB6 inh MLPCN: ABCB6 transporter inhibitors, primary screen, K562-ABCB6 cells, flow cytometry, MLPCN library; ATP-binding cassette sub-family B member 6 (Homo sapiens), Q9NP58; K562-ABCB6 porphyrin accumulation, 1 h; hits give low values; fluorescence ratio to DMSO, % at 10 µM; 0.19% of 360,000 active; AID 602162, 2011;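 active = fluorescence ratio to DMSO below 75%, the collection mean minus 3 SD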;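 note: signal is porphyrin accumulated inside mitochondria; 100% equals median channel fluorescence of DMSO control wells; lower ratio means ABCB6 inhibition with less porphyrin fluorescence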
N-glyco inh: increase of ERlucT glycosylation luciferase signal, primary screen, N-linked glycosylation inhibitor project, D54 ERlucT cells, luminescence, set 2; D54 ERlucT glycosylation luciferase reporter, 24 h; percent of 100 nM tunicamycin response; AID 588692, 2011; reporter increase, % at 12.5 µM; 0.23% of 360,000 active;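 active = mean luciferase reporter signal, scaled so untreated is 0 and the glycosylation-blocking control 100, at or above a set limit in every replicate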;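 note: luciferase carries N-glycosylation sites so blocking glycosylation raises the light; 0% = median of neutral control wells and 100% = median of 100 nM tunicamycin wells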
MC4R antagonist: MC4R antagonists of cAMP signaling, primary screen, cell-based, TR-FRET, antagonist arm of biased-ligand search. MC4R-expressing cells, MTII-stimulated cAMP, LANCE TR-FRET. AID 540295, 2011. inhibition, % at 6.5 µM. 0.48% of 360,000 active;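 active = inhibition above its plate's cutoff, the mean of tested wells on that plate plus 3 SD, cut at about 29% in these data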;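 note: 0% = Melanotan II alone and 100% = Melanotan II plus saturating MCL0020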
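System: U2OS cells stably expressing human melanocortin 4 receptor (MC4R). Reagent: Melanotan II challenge after compound preincubation. Doses: 6.5 µM. Times: 30-min compound, 1-h challenge, 1-h detection, room temperature. Measured by: TR-FRET with Eu-cAMP and labeled anti-cAMP, 671 nm. Replicates: singlicate.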
HTR2A ag: mouse Htr2a agonists via beta-arrestin recruitment, primary screen, cell-based, luminescence; activation, % at 7.6 µM; 0.66% of 360,000 active; CHO-K1 mHTR2A beta-arrestin complementation; percent of 30 µM serotonin response;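 active = activation above a run cutoff, the mean activation of all tested compounds plus 3 SD, cut at about 14% in these data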;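 note: 0% = plate median of compound wells and 100% = 30 µM serotonin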
Target sequence (P35363 whole entry, looked up): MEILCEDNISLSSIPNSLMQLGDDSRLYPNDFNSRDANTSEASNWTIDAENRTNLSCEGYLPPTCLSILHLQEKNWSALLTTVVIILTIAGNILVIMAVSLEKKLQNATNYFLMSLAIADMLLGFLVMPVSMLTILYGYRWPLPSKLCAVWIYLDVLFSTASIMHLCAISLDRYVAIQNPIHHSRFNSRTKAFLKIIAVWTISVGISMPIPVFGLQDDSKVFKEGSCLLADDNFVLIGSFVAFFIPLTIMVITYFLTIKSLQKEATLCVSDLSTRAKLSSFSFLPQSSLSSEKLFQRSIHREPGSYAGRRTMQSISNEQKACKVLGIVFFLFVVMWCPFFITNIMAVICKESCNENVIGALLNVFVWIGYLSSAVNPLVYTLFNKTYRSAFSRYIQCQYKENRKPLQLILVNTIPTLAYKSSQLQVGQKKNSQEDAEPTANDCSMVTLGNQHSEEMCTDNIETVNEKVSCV
H9c2 protect: cardioprotection against H2O2-induced cell death, primary screen, uHTS, H9c2 cells, ATPLite luminescence; 0.63% of 360,000 active; protection from H2O2 cell death, % at 20 µM; H9c2 cardiomyocytes, H2O2 injury protection, 2 h;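 active = compounds giving at least 50% protection of heart cells from peroxide-induced death in the single-dose screen, raw or plate-pattern-corrected value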;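 note: 0% = DMSO wells with peroxide and 100% = DMSO wells without peroxide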
* hit, by the source's call; · = not tested or not shown.

Order of values: H9c2 protect	MC4R antagonist	HTR2A ag	ABCB6 inh MLPCN	iPSC survival up	MC4R ag barr	aDG glyco act	N-glyco inh	ABHD5 PLIN5 PPI	Exocytosis inh
#1 O=C(CCC1CCCN(C(=O)CCC(F)(F)F)C1)NCc1ccc(F)c(F)c1 (stereo unspecified)
→ -1	0	1	100	-2.6	-1.4	-0.1	-2	1	8
#2 COc1ccc(OC)c(Nc2nc(-c3sc(NC(=O)CC(C)C)nc3C)cs2)c1
→ 5	11	-6	103	-1.5	-0.8	0.8	-4	-16	-4
#3 COc1cc(/C=C2\SC(=S)N(NC(=O)c3ccccc3O)C2=O)ccc1O
→ 3	20	-4	218	0.5	-2.1	-0.1	-1	-6	32
#4 COc1ccc(NC(=O)Cn2ncn3c(cc4ccccc43)c2=O)c(OC)c1OC
→ -1	-1	0	96	0.4	-1.6	0.1	9	5	-2
#5 CCCCN(C(=O)Cc1ccc2c(c1)OCCO2)c1c(N)n(CC(C)C)c(=O)[nH]c1=O
→ 4	1	1	97	0.3	-3.4	-0.1	0	3	3
#6 S=C(NCc1ccc(Cl)c(Cl)c1)Nc1ccc2c(c1)OCO2
→ 1	0	-3	92	0.2	-0.7	0.2	0	0	0
#7 Cc1cc(C)n2nc(CC#N)c(C#N)c2n1
→ 5	12	3	92	4.7	1.0	-0.5	-1	2	-6
#8 CC(NS(=O)(=O)c1ccc(Cl)c(Cl)c1)C(=O)Nc1cccnc1 (stereo unspecified)
→ -3	4	-3	100	1.6	-1.0	0.0	1	-1	2
#9 CCCSc1nnc(Cn2c(=O)sc3ccccc32)n1C
→ 2	5	2	104	-0.8	-1.6	0.1	0	9	1
#10 CCCC(=O)Nc1cccc(S(=O)(=O)N(C)c2ccccc2)c1
→ -4	16	-1	129	-1.1	-1.0	0.0	-1	4	-2
#11 CCc1cc2ccccc2nc1SCC(=O)N1CCN(C(=O)c2ccco2)CC1
→ 20	0	0	100	3.2	-2.6	0.5	-4	2	0
#12 COCCNC(=O)[C@@H]1CCCN1C(=O)C1CCN(S(=O)(=O)c2ccc(C)cc2)CC1
→ -2	-1	-3	104	0.3	-0.8	0.3	-1	-7	1
#13 CC(C)Oc1ccc(N2CC(C(=O)Nc3ccccc3F)CC2=O)cc1 (stereo unspecified)
→ -1	1	-1	97	-0.5	1.2	-0.1	2	-17	0
#14 C=C(C)n1c(=O)n(Cc2ccc(C)cc2)c2ccccc21
→ 2	4	-5	99	-0.7	-2.6	-0.3	-5	5	-10
#15 Cc1ccc(SCC(=O)Nc2ccc(N3CCOCC3)cc2)c(C)c1
→ -6	-1	0	91	-0.2	-2.9	-0.2	1	-3	-2
#16 CC12CC3(C)CC(C)(C1)CC(C(=O)NC(=S)N1CCCC1)(C2)C3
→ -1	8	-1	98	0.5	0.4	0.4	0	-5	-1
#17 O=c1c2ccccc2[nH]c2ccc(F)cc12
→ -5	8	-1	101	-0.5	-2.4	0.7	0	-2	-1
#18 C=CCN(Cc1cc(OC)ccc1OC)S(=O)(=O)N(C)C
→ -1	1	2	96	3.5	-0.1	0.2	-2	4	-2
#19 Cc1cccc(OCCN2C(=O)C(=O)c3cc(C)ccc32)c1
→ -9	-28	-1	101	0.4	-2.4	0.0	14	1	14
#20 CCCS(=O)(=O)NC(=O)C1(C)CCCN(C(=O)c2ccccc2F)C1 (stereo unspecified)
→ 2	18	3	97	1.1	-1.3	-0.3	0	0	-3

Ordered by value in HTR2A ag (lowest first): three of the compounds above
cpd | mol | MC4R antagonist | HTR2A ag | ABCB6 inh MLPCN | MC4R ag barr | aDG glyco act | N-glyco inh | ABHD5 PLIN5 PPI | Exocytosis inh
2 | COc1ccc(OC)c(Nc2nc(-c3sc(NC(=O)CC(C)C)nc3C)cs2)c1 | 11 | -6 | 103 | -0.8 | 0.8 | -4 | -16 | -4
8 | CC(NS(=O)(=O)c1ccc(Cl)c(Cl)c1)C(=O)Nc1cccnc1 (stereo unspecified) | 4 | -3 | 100 | -1.0 | 0.0 | 1 | -1 | 2
4 | COc1ccc(NC(=O)Cn2ncn3c(cc4ccccc43)c2=O)c(OC)c1OC | -1 | 0 | 96 | -1.6 | 0.1 | 9 | 5 | -2

The list goes on:
Order of values: H9c2 protect	MC4R antagonist	HTR2A ag	ABCB6 inh MLPCN	iPSC survival up	MC4R ag barr	aDG glyco act	N-glyco inh	ABHD5 PLIN5 PPI	Exocytosis inh
#21 COc1ccccc1CN1CCCCC1C(=O)O (stereo unspecified)
→ 6	17	2	102	3.2	1.7	0.2	2	-3	-1
#22 CC(=O)c1c(C)[nH]c(C(=O)Nc2nccs2)c1C
→ -5	-13	3	95	-0.3	-0.6	-0.5	20	5	-1
#23 CCOC(=O)N1CCC(NC(=O)c2cc3c(-c4ccc(OC)c(OC)c4)nn(C)c3s2)CC1
→ 63*	3	-6	102	-4.5	0.7	-0.4	1	-5	1
#24 COc1ccccc1/C=C/C=N/n1c(-c2ccc(Cl)cc2)n[nH]c1=S
→ -2	16	7	99	0.0	5.7	-0.1	1	-3	-5
#25 Cc1ccccc1CSc1nnc([C@@H]2CCCN2)o1
→ -4	9	4	101	-0.4	2.5	4.8*	-1	12	2
#26 O=C(N/N=C/c1ccc(Cl)c([N+](=O)[O-])c1)c1cc(-c2ccccc2)nc2ccccc12
→ 1	7	3	95	-3.2	-1.8	-0.8	7	4	4
#27 CCCC/C=C1/CCC(CN(C)C)C1=O (stereo unspecified)
→ -21	-4	-2	99	-3.4	-0.8	0.3	1	-2	2
#28 CN(CCO)c1cc(Sc2nc3ccccc3s2)c2nonc2c1[N+](=O)[O-]
→ -23	-20	-8	122	-0.7	-5.8	-0.5	2	49*	56*
#29 CC(=O)N(C)c1ccc(NC(=O)Nc2ccc(C)c(C)c2)cc1
→ 0	10	1	100	0.4	-0.8	-0.6	6	-4	-2
#30 NS(=O)(=O)c1ccc(CCNC(=O)/C=C/c2ccccc2[N+](=O)[O-])cc1
→ -6	6	-3	105	1.5	-3.4	-0.1	0	-3	-1
#31 Cn1ncc(Br)c1C(=O)N1CCN(C(=O)c2ccco2)CC1
→ 11	12	2	105	-0.6	-1.2	-0.2	1	8	-2
#32 Cc1ccc(-c2noc(CCC(=O)NCC3CCN(Cc4cccc(C)c4)CC3)n2)cc1
→ -24	5	-5	104	-1.1	-0.2	2.7	-1	4	-2
#33 Nc1nc(=O)n(C2CCC(CO)O2)cc1F (stereo unspecified)
→ ·	·	7	98	2.8	·	0.0	·	1	7
#34 O=C(NCCSc1ccccc1)c1cccnc1
→ -3	-4	5	109	0.1	-1.6	-0.2	-2	5	-3
#35 O=C(CSc1nnc(CNC(=O)c2ccccc2F)o1)c1ccc(Cl)cc1
→ -20	19	-2	94	-1.4	-0.7	0.5	2	-9	-2
#36 Cc1c(C#N)c2ncn(CCCN(C)C)c(=O)c2n1-c1ccccc1
→ -10	2	-2	106	-3.7	-1.6	0.3	3	3	-2
#37 COC(=O)c1sccc1NS(=O)(=O)c1ccc(F)cc1F
→ 10	2	-4	95	0.8	0.1	-0.1	1	2	-1
#38 Cc1[nH]n(-c2ccccc2)c(=O)c1C=Nc1ccc2[nH]c(=O)[nH]c2c1
→ 55*	-6	11	100	0.2	2.8	0.0	3	11	-1
#39 CCOCCn1c(CN2CCN(C(=O)c3ccco3)CC2)nc2c1c(=O)n(C)c(=O)n2C
→ -3	-1	6	99	-1.3	0.4	2.0	1	-5	-6
#40 O=S(=O)(/N=C(/Nc1ccccc1)C(F)(F)F)c1ccccc1
→ -9	-3	3	99	-0.4	-2.9	-0.1	4	-6	5
#41 Cc1nc2ccccc2n1CC(=O)NN
→ 6	21	4	98	-0.8	-1.0	0.5	0	1	-2
#42 COC(=O)c1ccc(CN2CCCC(CNC(=O)Cc3ccc(OC)cc3)C2)cc1 (stereo unspecified)
→ 6	13	-1	103	3.0	-1.7	0.0	0	-3	2
#43 Cc1ccc(SCC(=O)NC2CCCCCC2)cc1
→ -2	6	1	99	-0.2	-4.0	-0.1	0	-2	0
#44 O=C(CSc1ncnc2sc3c(c12)CCCC3)c1ccccc1
→ -2	13	1	147	3.7	-0.8	0.6	0	-3	0
#45 Cc1ccc(Nc2nnc(SC(C)C(=O)NCC3CCCO3)s2)cc1 (stereo unspecified)
→ 2	6	-7	100	0.5	-2.4	0.0	-1	-5	-13
#46 O=C(Nc1ccccc1O)c1ccccc1O
→ -18	1	-1	85	-2.5	-0.8	-0.2	0	0	-4
#47 CCOc1ccc(OCCC(=O)OCC(=O)N2CCN(S(=O)(=O)c3ccc(C)cc3)CC2)cc1
→ 1	8	4	96	-0.4	-2.5	0.1	-7	-3	0
#48 N#Cc1c(-c2ccc(F)cc2)ccnc1N1CCOCC1
→ -7	4	-4	98	-1.2	-2.8	-0.4	-2	-2	10
#49 CC1(C)Cc2c(cnn2-c2ccc(F)cc2)C(NC(=O)C2=CC(=O)CC(C)(C)O2)C1 (stereo unspecified)
→ 7	1	-5	98	-0.9	-0.1	0.2	-3	-8	3
#50 CCOC(=O)C1=C(C)NC(=O)NC1c1ccccc1 (stereo unspecified)
→ 4	0	0	96	-0.1	-1.7	-0.1	3	-5	24
#51 COc1ccc(NC(=O)c2ccc(NC(=O)CN3CCN(c4ccccc4OC)CC3)cc2)cc1
→ -5	9	6	106	-0.3	-1.3	0.8	-6	-2	-7
#52 CC(C)(CNC(=O)c1ccc(Br)o1)CNC(=O)c1ccc(Br)o1
→ 23	4	-5	99	0.0	-0.8	-0.2	-3	7	0
#53 CC1CCCCC1NC(=O)c1cccc(N2C(=O)C3C4C=CC(C4)C3C2=O)c1 (stereo unspecified)
→ -6	19	3	94	-0.3	-2.2	0.8	-3	-1	1

Source: PubChem (several laboratories)
